# ALOX15B inhib: 15-hLO-2 (ALOX15B) enzyme inhibition. purified 15hLO-2, xylenol orange hydroperoxide absorbance. AID 881. Potency, µM (doses to about 57.1 µM), inactives show at the highest dose activity change, negative = inhibition, hits mostly inhibitors. 110,000 compounds, 0.56% hits; note: potency is the fitted concentration of half-maximal effect; nearly all actives have a fitted effect of over 60% in size; many of its hits are not listed in these tables
#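 Read-out: hydroperoxide product oxidises ferrous iron, measured as xylenol orange complex via the 573-to-405 nm absorbance ratio after 30 min. Reaction: 50 nM enzyme, 15 min compound preincubation, 45 uM arachidonic acid, 90 min RT, Hepes pH 7.5 with Triton X-100.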
# ALOX12 inhib: inhibitors of human 12-lipoxygenase (ALOX12); Potency, µM (titrated, usually from 57.1 µM), inactives show at the top dose activity change, negative = inhibition, usual class: inhibitors; 150,000 compounds, 0.12% hits; purified 12-hLO, xylenol orange hydroperoxide absorbance; P18054; AID 1452; note: potency is the fitted concentration of half-maximal effect; nearly all actives have a fitted effect of over 55% in size; many of its hits are not listed in these tables
# Target sequence (P18054 whole entry, looked up): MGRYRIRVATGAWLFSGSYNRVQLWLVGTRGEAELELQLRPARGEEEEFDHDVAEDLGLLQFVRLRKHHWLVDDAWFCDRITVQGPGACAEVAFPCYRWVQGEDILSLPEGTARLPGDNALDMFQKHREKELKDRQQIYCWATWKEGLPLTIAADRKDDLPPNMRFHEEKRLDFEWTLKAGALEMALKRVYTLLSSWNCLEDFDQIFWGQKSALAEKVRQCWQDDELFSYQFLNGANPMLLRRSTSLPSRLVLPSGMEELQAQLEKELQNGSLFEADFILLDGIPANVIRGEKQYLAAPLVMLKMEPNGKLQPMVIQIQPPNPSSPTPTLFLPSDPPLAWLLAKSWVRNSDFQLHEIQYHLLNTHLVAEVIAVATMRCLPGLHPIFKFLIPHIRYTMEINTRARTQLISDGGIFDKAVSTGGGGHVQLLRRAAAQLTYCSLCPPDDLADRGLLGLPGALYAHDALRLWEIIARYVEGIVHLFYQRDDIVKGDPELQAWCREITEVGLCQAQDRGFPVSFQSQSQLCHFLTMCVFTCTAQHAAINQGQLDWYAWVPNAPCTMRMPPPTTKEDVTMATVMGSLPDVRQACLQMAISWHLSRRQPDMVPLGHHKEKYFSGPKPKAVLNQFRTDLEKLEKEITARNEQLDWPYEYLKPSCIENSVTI
#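 Hydroperoxide formation by human 12-lipoxygenase from 40 uM arachidonic acid was followed colorimetrically via ferric-xylenol orange complex, using the 573/405 nm absorbance ratio. Enzyme concentration was 150 nM, with 30 min reaction at room temperature.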
# IMPase cell inh: membrane-permeable compound that blocks inositol monophosphatase; CHO-M1 cells, IP1 accumulation, HTRF TR-FRET ratio; AID 901; inhibition (IP1 accumulation), % at 46.1 µM; 120,000 tested, under 10 active; P97697; active = well fitted curve in the direction sought with a large enough effect in the signal ratio, not every such curve was filed as active; inconclusive = small, poorly fitted or top-dose-only effect, or a change in a side signal; inactive = no such curve, though single readings can be large or run the other way; the % refers to the signal ratio;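 note: cells stimulated with carbachol in lithium chloride buffer; plate controls were DMSO basal wells for no effect and reference inhibitor wells for full effect; higher means more IMPase inhibition seen as more IP1 and lower FRET ratio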
# Target sequence (P97697 whole entry, looked up): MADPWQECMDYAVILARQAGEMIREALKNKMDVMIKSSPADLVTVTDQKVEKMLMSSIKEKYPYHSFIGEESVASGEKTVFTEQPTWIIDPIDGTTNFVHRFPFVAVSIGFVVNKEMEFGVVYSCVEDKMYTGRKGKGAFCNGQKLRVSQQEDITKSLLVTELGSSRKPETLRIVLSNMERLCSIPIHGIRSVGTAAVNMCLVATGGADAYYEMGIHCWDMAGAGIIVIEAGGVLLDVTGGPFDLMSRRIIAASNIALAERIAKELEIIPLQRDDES
#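 Seeded CHO-M1 cells were dosed with compound at up to 46 uM, stimulated with carbachol for 30 min, then lysed in IP-One detection reagents. Higher IP1 lowers the TR-FRET signal.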
# PNC inhibitor: inhibitors of perinucleolar compartment assembly; PC3M PTB-GFP, PNC prevalence imaging, 16 h; hits give low values; activity change (PNC), negative = inhibition, % at 10 µM; 140,000 compounds, 3.1% hits; AID 2417;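 active = readout at or below -70, meaning at least 70% loss of cells showing the perinucleolar compartment, a nuclear body marking cancer cells; inconclusive = readout between -30 and a set limit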;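 note: plate controls were DMSO wells for no effect and camptothecin positive control wells for full effect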
#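 PC3M cells stably expressing PTB-GFP, 750–1000 cells/well, treated 16 h at 37 °C with compound (23 nl of library stock), in duplicate. After paraformaldehyde fixation and Hoechst stain, imaged at 20x; PNC prevalence scored by image analysis.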
# * = called active by the depositor; ? = inconclusive; . = not tested or not shown; [ ] = dose if it differs, or a comment. Unless noted, calls come from the whole dose curve; as a rule, active = well fitted curve in the direction sought with a large enough effect; inconclusive = small, poorly fitted or top-dose-only effect, or another doubt; inactive = no such curve, though single readings can be large; an effect the other way counts as inactive or inconclusive. Unless noted, % is set by controls: 0 for no effect and ±100 for the full control effect. Some of the compounds tested, so the mix of outcomes need not match the whole.
canonical_smiles	IMPase cell inh	PNC inhibitor	ALOX15B inhib	ALOX12 inhib
Cc1ccc(C(=O)NCc2ccco2)cc1S(=O)(=O)N1CCOCC1	-1	57	10%	1%
O=C(O)CCn1[nH]c(=O)ccc1=O	-10	-100*	.	3%
COCCn1c(Cc2ccccc2)nnc1SCc1nc2ccccc2c(=O)[nH]1	6	46	2%	4%
Nc1nc(SCc2ccc3c(c2)OCO3)n[nH]1	6	-24	-7%	-10%
C=CCNC(=S)N/N=C/c1ccc(-c2ccc(Br)cc2)o1	.	39	.	-11%
O=C(CCCC(=O)OCC(Cl)=C(Cl)Cl)Nc1cccc(F)c1	0	35	-16%	0%
COC(=O)C(C)(C)ONC(=O)Nc1ccc(Br)cc1	.	7	.	-1%
CC1CCCN(C/C=C/c2ccccc2[N+](=O)[O-])C1 (stereo not given)	8	10	0%	0%
O=[N+]([O-])c1ccccc1/C=N/N1CCN(c2ccc(Cl)cc2)CC1	-6	11	0%	-19%
CCc1ccc2[nH]c(=O)c(C(c3nnnn3CC3CCCO3)N3CCCc4ccccc43)cc2c1 (stereo not given)	-2	?	-4%	-18%
Cc1[nH]c(=O)c(C#N)cc1-c1ccc2nccn2c1	15	.	-9%	-3%
CCCCn1nc(C(=O)Nc2nc3c(s2)CCCC3)c2ccccc2c1=O	.	105	.	-8%
Cc1ccc(C(=O)NCC(=O)OCC(=O)/C=C2\N(C)c3ccccc3C2(C)C)cc1C	.	?	.	0%
CCCC1=NCCn2cccc21	6	5	1%	2%
Cc1cccc(NC(=O)c2sc(Cl)nc2C)c1C	.	?	.	-2%
CCOC(=O)c1ccccc1N=N/C(C(C)=O)=C(/C)O	.	23	.	3%
c1ccc(-n2nnnc2Sc2n[nH]c(-c3ccncc3)n2)cc1	11	-9	5%	-5%
CCCCC(CC(O)COCC(C)C)C(=O)NNC(=S)Nc1ccccc1 (stereo not given)	3	?	.	1%
Cc1ccc(NC(=O)CN2CCC(NC(=O)Cc3ccccc3)CC2)cc1C	-9	76	9%	-1%
Cc1[nH]c2ccccc2c1/C=N/Nc1nc(Nc2ccccc2)nc(N2CCOCC2)n1	8	75	-2%	2%
O=C(Cc1ccc(F)cc1)N/N=C/c1ccncc1	.	40	.	-1%
O=C(c1ccc(-c2nnc(Nc3cccc(Cl)c3)c3ccccc23)cc1)N1C[C@H]2C[C@H](C1)c1cccc(=O)n1C2	7	-21	-14%	-2%
CC1(C)CC(=O)C(C=NCCN2CCN(C(=O)c3ccc(Br)cc3)CC2)=C(O)C1	-7	46	.	-2%
CCn1ncc(Br)c1C(=O)Nc1ccc(F)cc1F	2[1.84 µM]	36	5%[11.4 µM]	-6%
COCCNC(=S)NC1CC2CCCC(C1)N2Cc1cccs1 (stereo not given)	20	36	-4%	-1%

# Sorted by value in PNC inhibitor (descending): some entries from above
Compound | PNC inhibitor
Cc1ccc(NC(=O)CN2CCC(NC(=O)Cc3ccccc3)CC2)cc1C | 76
C=CCNC(=S)N/N=C/c1ccc(-c2ccc(Br)cc2)o1 | 39
COC(=O)C(C)(C)ONC(=O)Nc1ccc(Br)cc1 | 7

# Continued:
canonical_smiles	IMPase cell inh	PNC inhibitor	ALOX15B inhib	ALOX12 inhib
O=c1oc2ccccc2cc1-c1nc(-c2ccccc2)no1	-5	27	-10%	1%
OC[C@@H]1[C@@H](c2ccc(Cl)cc2)C(c2cccc(Cl)c2)=NN1c1ccccc1	.	.	-5%[0.0915 µM]	-10%[0.00818 µM]
C/C(=C\C(=O)C(F)(F)F)Nc1cc(C)cc(C)c1	5	-85*	5%	9%
O=C(O)CCn1c2c(c3ccccc31)CCCC2	12	5	-13%	-2%
COc1ccc(NC(=O)CSc2ccccn2)cc1OC	2	10	-7%	-5%
COc1ccccc1CN1C(=O)CCC1(C)C(=O)NC1CCCCCC1 (stereo not given)	8	?	0%	-4%
C=CCN=C1SCC(=O)N1S(=O)(=O)c1ccccc1	11	9	-2%	-7%
C[N+]1(CCNC(=O)/C=N/O)CCCCC1	5	2	-7%	-12%
COC(=O)CC(NC(=O)c1ccco1)c1ccc(C(C)C)cc1 (stereo not given)	2	-3	-11%	6%
Cc1ccsc1/C=N/Nc1nc2ccccc2s1	.	30	.	?
Cc1ccc(CNC(=O)CS(=O)Cc2nc(-c3ccccc3C)oc2C)cc1 (stereo not given)	-1	-25	3%	1%
CCCOP(=O)(OCCC)C1(Nc2ccc(C)cc2)CCCCC1	9	-15	13%	-1%
CCCCCCCC1CC(CSC(=N)N)OC1=O (stereo not given)	-9	?	46%[activator]	11%
COC(=O)c1ccc(NC(=S)N2CCN(Cc3ccc(Cl)cc3)CC2)cc1	8	7	22%	1%
OC(COc1ccccc1)CSc1ncn[nH]1 (stereo not given)	-4	-28	7%	-1%
COc1ccc(N2CC(C(=O)Nc3ccc4c(c3)OCO4)CC2=O)cc1 (stereo not given)	-1[1.84 µM]	-19	-5%[11.4 µM]	3%
COc1cccc(N2CCN(CC(=O)c3c(C)[nH]c4ccccc34)CC2)c1	2	28	15%	-12%
COc1cc(-c2cc(-c3ccccc3)nc(SCC(=O)Nc3nccs3)c2C#N)cc(OC)c1OC	-1	58	21%	-2%
O=[N+]([O-])c1cc(S(=O)(=O)N2CCCC2)ccc1NN=C1CCCCC1	.	-9	.	1%
CCCCNC(=O)C(=O)c1ccccc1NC(C)=O	-7	36	.	1%
COc1ccc(-c2cc(C(F)(F)F)nc(SCC(=O)NCc3cnn(C)c3C)n2)cc1OC	.	-10	.	2%
C/C(Cc1ccccc1)=N\NC(=O)CNC(=O)c1ccc(Br)cc1	.	?	.	-1%
COC(=O)c1ccccc1OCCCCN1CC(C)OC(C)C1 (stereo not given)	.	?	.	-7%
COCCn1nnnc1C(c1cccs1)N1CCN(c2cccc(C(F)(F)F)c2)CC1 (stereo not given)	?	?	6%	1%
C=C(C)Cn1c(N2CCC(Cc3ccccc3)CC2)nc2c1c(=O)[nH]c(=O)n2C	10	-16	.	0%
Cc1nc2ccccc2nc1OCC(=O)Nc1ccc2ccccc2c1	.	10	.	-4%
O=C(COC(=O)c1ccccc1NC(=O)c1ccco1)Nc1ccc2c(c1)OC(F)(F)O2	0	-8	-2%	-1%
Cc1cc(C)nc(Sc2c(F)c(F)c(C(F)(F)F)c(F)c2F)n1	-4	3	16%	2%
CCN(CC(=O)NCc1cccs1)C(=O)c1cc(S(=O)(=O)N2CCOCC2)ccc1C	-10	-29	0%	0%
Nc1ccnn1Cc1ccc(Br)s1	-5	62	.	1%
CCOC(=O)C1CN(S(=O)(=O)c2ccc(C)cc2)CCN1S(=O)(=O)c1ccc(C)cc1 (stereo not given)	22	12	8%	-5%
O=C1COc2ccccc2N1Cc1ccccc1Cl	1	14	-3%	-6%
OB(O)c1ccc(B(O)O)cc1	.	.	0%	1%
COc1cc(S(=O)(=O)Nc2ccc(C)cc2)ccc1NC(=O)c1ccncc1	6	-24	.	1%
CCCOc1ccc(N2CC(C(=O)Nc3ccccn3)CC2=O)cc1 (stereo not given)	0	41	6%	2%
CCOC(=O)c1nnc(-c2ccccc2)nc1Sc1c(Cl)cccc1Cl	4	23	-6%	7%
C=C1C(O)C[C@H]2C(=C)CCC3[C@H](OC(=O)[C@]3(O)CO)[C@@H]12 (stereo not given in full)	.	-18	.	-1%
O=CN1CCN(C(=O)c2ccccc2Cl)CC1	2	-18	3%	4%
O=C(NCc1cc(C(F)(F)F)cc(C(F)(F)F)c1)C1CC(c2cccc([N+](=O)[O-])c2)=NO1 (stereo not given)	6	?	4%	-3%
Cc1ccc(CNC(=O)CN(Cc2cccs2)C(=O)C2(C)CC(=O)N=C3C=CC=CN32)cc1 (stereo not given)	.	-6	.	0%
COC(=O)COc1ccc(=O)n(-c2ccccc2)n1	2	?	2%	2%
CCOC(=O)C1CCCc2c1[nH]c1c(C(=O)O)cccc21 (stereo not given)	9	-29	-13%	-10%
Cn1nnnc1SCCNCc1cccc2ccccc12	0	4	8%	1%
COC(=O)[C@@]1(Cc2ccc(OC)cc2)[C@H]2c3cc(C(=O)N(C)C)n(Cc4cccc5ccccc45)c3C[C@H]2CN1C(=O)c1ccccc1	.	.	10%	-5%
O=C(N=c1nc2ccccn2s1)c1ccccc1	-9	8	-4%	1%
CCOC(=O)C1=C(C)N(c2nonc2NC(C)=O)C(N)=C(C#N)C1c1ccccc1F (stereo not given)	-6	12	7%	1%
CCOC(=O)c1ccc(N2C(=O)CC(Sc3nc(O)c(CC)c(=O)[nH]3)C2=O)cc1 (stereo not given)	?	15	-24%	4%
CC(=O)N1CC[C@@H]2CC(=O)CC[C@@H]21	.	.	-2%[0.0915 µM]	-1%[0.00818 µM]
c1ccc(-c2nnc(CN3CCCc4ccccc43)o2)cc1	17	-2	4%	-9%
Cc1ccc(-n2c(CNc3ccc(F)cc3)nnc2SCC(=O)N2CCCC2)cc1	3	31	-13%	0%

# Next compounds follow:
canonical_smiles	IMPase cell inh	PNC inhibitor	ALOX15B inhib	ALOX12 inhib
Oc1ccc(Cl)cc1CNCC1CCCO1 (stereo not given)	8	11	-5%	-18%
CCOC(=O)c1cnc(Nc2nc3ccccc3o2)nc1CSC(=S)N1CCCCC1	.	-26	.	-1%
Cc1cc(C)nc(NC(=NCCc2c[nH]c3ccccc23)NC(=O)Nc2ccc(Cl)cc2)n1	2	-25	.	-2%
Cc1c2c(nc3ccccc13)-c1cccc(=O)n1C2	.	.	-10%	-1%
CC(=O)Nc1ccc(SCC(=O)c2cc(C)n(-c3ccccc3F)c2C)cc1	.	?	.	6%
CC1CCCCC1NC(=O)COC(=O)c1ccc(N(C)C)cc1 (stereo not given)	-3	-19	3%	-5%
Cc1noc(C)c1C(=O)N1CCC2(CCCN(C(=O)NC(C)C)C2)CC1	.	.	1%	0%
Cc1cnc(NC(=O)CSc2nnc(-c3ccc(Cl)cc3Cl)n2N)s1	5	-100*	-2%	1%
CC1CCN(C(=O)CCc2ccc(Oc3cc([N+](=O)[O-])cc([N+](=O)[O-])c3)cc2)CC1	.	127	.	-4%
COc1ccccc1OCc1nc2ccccc2s1	5	?	-4%	-1%
NC(=O)c1cnn(Cc2ccc(Cl)cc2)c1N	0	14	-3%	-4%
O=C(NC1CCCCC1)C(c1cccs1)N(C(=O)c1ccccn1)c1ccccc1 (stereo not given)	.	?	.	4%
CN(C)c1ccc(C(=O)Nc2ccc(S(=O)(=O)NC3=NCCCCC3)cc2)cc1	9	?	?	0%
NC(=O)C1CC=CCC1C(=O)OCC(Cl)=C(Cl)Cl (stereo not given)	6	9	4%	-24%
O=C(O)CNC(=O)c1ccc([N+](=O)[O-])cc1	.	.	2%	2%
CC(=O)NCCSCCNC(C)=O	14	-12	2%	1%
COCCNC(=O)c1ccccc1NS(=O)(=O)c1ccc(C)c([N+](=O)[O-])c1	.	33	.	0%
Cc1ccc(-c2nn(-c3ccccc3)cc2C2SCC(=O)N2Cc2ccccc2)o1 (stereo not given)	5	-27	-15%	-16%
CC1(C)CC(=O)C2=C(C1)N(c1ccc(F)cc1)C(N)=C(C#N)C2c1cccs1 (stereo not given)	-19	56	2%	-3%
COc1cc(C(=O)NCCOc2ccccc2C)c(Br)c(OC)c1OC	.	13	.	2%
C/C(=N\NC(=O)c1ccc(CSc2nncn2C)cc1)c1ccc2ccccc2c1	.	49	.	1%
COc1ccc(-c2cn(-c3ccc(Br)cc3)c3[n+]2CCS3)cc1	.	?	.	1%
Clc1ccc(-c2nnc(SCc3nc(-c4ccccc4)no3)o2)cc1	7	10	4%	3%
CN(C)C(=O)C1CCN(Cc2c[nH]c3ccccc23)CC1	.	.	-6%[11.4 µM]	1%[11.4 µM]

# Screening data as filed in PubChem BioAssay.
